# Pf growth 48h: P. falciparum growth inhibition at 48 hours (one generation) | P. falciparum luciferase growth in erythrocytes, 48 h | Potency, µM (highest dose often 28.7 µM), without a hit: at the top dose activity change, negative = inhibition, actives largely listed as inhibitors | actives 5.9% (n = 310,000) | AID 504832; note: potency is the fitted concentration of half-maximal effect; % is set by controls: 0 for no effect and ±100 for the full control effect
#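 In quantitative HTS format, infected erythrocytes bearing luciferase-reporter parasites were treated for a single generation at 37 C. Luminescence after adding detection reagent served as the growth measure.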
# Shiga toxin inh: inhibitors of Shiga toxin in Vero cells | Vero cells, Shiga toxin protein synthesis inhibition reporter | inhibition, % at 38.7 µM | actives 9.2% (n = 290,000); in the data active = inhibition mostly above about 28%, no sharp cut-off; inactive = mostly below about 43%; note: 0% is about no effect
# Pf growth 96h: inhibits malaria parasite growth, 96 h; actives 6.9% (n = 320,000); P. falciparum luciferase reporter growth, 96 h; Potency, µM (titrated, usually from 28.7 µM), for the others: top-dose activity change, negative = inhibition, actives largely listed as inhibitors; note: potency is the fitted concentration of half-maximal effect; % is set by controls: 0 for no effect and ±100 for the full control effect
#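 Two parasite generations (96 h, 37 C, 5% CO2) of compound exposure in infected erythrocytes (0.05% parasitemia, 2% hematocrit). Luciferase-reporter P. falciparum; decreased luminescence indicates inhibited growth, aimed at apicoplast-acting delayed death.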
# FBPA Giardia inh: Giardia lamblia aldolase inhibition | A8B2U2 | purified Giardia FBPA | Potency, µM (highest dose often 59.6 µM), for the others: at the top dose activity, negative = inhibition, actives largely listed as inhibitors | actives 0.71% (n = 290,000) | AID 2451; note: potency is the fitted concentration of half-maximal effect; % is set by controls: 0 for no effect and ±100 for the full control effect; nearly all actives have a fitted effect of over 55% in size
# Target sequence (A8B2U2 whole entry, looked up): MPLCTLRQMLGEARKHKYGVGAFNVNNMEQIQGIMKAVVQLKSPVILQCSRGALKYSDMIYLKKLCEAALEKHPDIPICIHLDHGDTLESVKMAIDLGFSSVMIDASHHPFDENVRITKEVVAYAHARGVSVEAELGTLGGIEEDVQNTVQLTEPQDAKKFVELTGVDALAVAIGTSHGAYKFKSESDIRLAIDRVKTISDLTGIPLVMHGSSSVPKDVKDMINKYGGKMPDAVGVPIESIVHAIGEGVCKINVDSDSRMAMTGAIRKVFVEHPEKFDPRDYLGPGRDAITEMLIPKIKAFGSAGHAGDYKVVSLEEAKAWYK
#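 40 nM FBPA preincubated 10 min at RT with compound (up to 57.5 uM final), then substrate plus GAPDH/TPI/NAD/arsenate coupling and diaphorase/resazurin added. Fluorescence read after 20 min at RT, 525/598 nm.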
# HCV inh: inhibitors of hepatitis C virus infection. Potency, µM (doses to about 41.8 µM), for inactives: at the top dose activity change, negative = inhibition, hits mostly inhibitors. actives 3.4% (n = 340,000). AID 651820. Huh7.5.1 HCVcc-Cre infection, luciferase reporter, 44 h; note: potency is the fitted concentration of half-maximal effect; % is set by controls: 0 for no effect and ±100 for the full control effect
#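 Luciferase read-out (15 sec integration) after a 15 min room-temperature substrate step quantifies HCVcc-Cre infection. Cells, 1,000 per well, had compound added 4 h post-plating, then virus at ~0.5 moi, and were cultured 44 h.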
# Cycloheximide cs: affects cycloheximide protein synthesis inhibition readout, counter-screen | max response, % | actives 12% (n = 300,000) | cell reporter, cycloheximide protein synthesis inhibition counterscreen | AID 2314; in the data active = max response mostly above about 13%, no sharp cut-off; inactive = mostly below about 14%; note: read at 38.3 µM for the half of the compounds with a filed dose; 0% is about no effect
# Starred values were filed as active, the others as inactive; ? = inconclusive; nt = no result given; [ ] = another dose, or the depositor's remark. Unless noted, calls come from the whole dose curve; as a rule, active = well fitted curve in the direction sought with a large enough effect; inconclusive = small, poorly fitted or top-dose-only effect, or another doubt; inactive = no such curve, though single readings can be large; an effect the other way counts as inactive or inconclusive.
entry	Structure	Pf growth 48h	Shiga toxin inh	Pf growth 96h
1	Cc1nn(Cc2cccc(C(=O)Nn3cc([N+](=O)[O-])cn3)c2)c(C)c1[N+](=O)[O-]	26%	-11	6%
2	CCN(CC)C(=O)CSc1nc(OC)cc(=O)[nH]1	-13%	-10	9%
3	O=C(O)CC(NC(=O)Nc1ccccc1)c1ccc(OC2CCCC2)cc1 (configuration not stated)	0%	-14	21%
4	Cc1ccc(N/N=C/c2ccc(N3CCOCC3)cc2)cc1C	-16%	136*	10µM*
5	Cc1cc(C)nc(N2CCC(C(=O)NNC(=O)Cc3ccccc3)CC2)n1	-1%	-2	-7%
6	O=Cc1cn[nH]c1-c1ccccc1	26%	-10	-4%
7	Fc1ccc(Cn2nnnc2C(c2ccc(Cl)cc2)N2CCSCC2)cc1 (configuration not stated)	?	-3	23%
8	Cc1nc(-c2ccc(Cl)cc2)sc1C1(C)CC(c2cccc(F)c2)=NO1 (configuration not stated)	77%[activator]	52*	65%[activator]

entry	FBPA Giardia inh	HCV inh	Cycloheximide cs
1	2%	?	-4
2	-7%	0%	-3
3	29%	6%	9
4	-6%	-7%	59*
5	1%	5%	-2
6	-1%	-4%	-3
7	nt	-5%	-2
8	2%	22%[8.37 µM]	28*

# Next section.
entry	Structure	Pf growth 48h	Shiga toxin inh	Pf growth 96h
9	CCOC(=O)c1sc2nccc(N(C)C)c2c1N=CNOC	nt	-19	-95%
10	CC(C)(C)NC(=O)CN(C(=O)C(=O)Nc1ccc2c(c1)OCCO2)C1CCCC1	-20%	-3	-18%
11	CN(C)c1cccc(C(=O)N/N=C/c2ccccc2F)c1	nt	34	391%
12	CN=c1nc(-c2ccccc2)n(-c2ccccc2)s1	62%[activator]	nt	58%[activator]
13	C=CCn1c(=O)c(C(=O)NCc2ccccc2)c(O)c2ccccc21	13%	nt	-13%
14	COc1cccc(NC(=O)CC2Oc3ccccc3NC2=O)c1 (configuration not stated)	3%	-17	?
15	COc1cc(OC)cc(-c2c(C#Cc3ccsc3)c3cc(-c4cccc5[nH]ccc45)ccc3n2C)c1	12µM*	nt	3.3µM*
16	CN1CCN(c2ccc(S(=O)(=O)N3CCCCC3)cc2NC(=O)/C=C/c2ccc(OC(F)F)cc2)CC1	9.3µM*	nt	7.4µM*

entry	FBPA Giardia inh	HCV inh	Cycloheximide cs
9	2%	?	-5
10	-4%	10%	-4
11	-5%	19%	15
12	-2%	-13%	nt
13	7%	?	0
14	4%	7%	-4
15	nt	-10%	nt
16	nt	?	nt

# Further compounds follow:
entry	Structure	Pf growth 48h	Shiga toxin inh	Pf growth 96h
17	CCCCn1c(N)c(N(CC(C)C)C(=O)C2CC(=O)N(c3ccccc3C(C)CC)C2)c(=O)[nH]c1=O (configuration not stated)	?	nt	0%
18	CC(=O)N1CCN(c2ccc(NC(=O)c3ccccc3C)cc2)CC1	30%	4	-4%
19	CC1CCc2nc3ccc(S(=O)(=O)N4CCC(C(=O)NCc5ccccc5Cl)CC4)cc3c(C(=O)O)c2C1 (configuration not stated)	-17%	-8	?
20	COC(=O)c1ccccc1C(=O)N1CC(O)CO1 (configuration not stated)	nt	-3	36%
21	Cc1ccc(S(=O)(=O)N2CCN(C(=O)CNC(=O)c3ccc(Br)o3)CC2)cc1	7%	nt	?
22	CC(C)c1[nH]c(=O)c(C#N)c2c1CSC(C)(C)C2	11%	-8	?
23	Cc1ccc(Nc2nc(N)nc(CSc3nnnn3-c3ccccc3)n2)cc1	11%	-8	72%[activator]
24	COc1cccc(CNC(=O)Cn2cc3c(n2)CCCCC3)c1	nt	-14	0%

entry	FBPA Giardia inh	HCV inh	Cycloheximide cs
17	nt	-10%	nt
18	11%	8%	10*
19	-11%	8%	-5
20	10%	12%	-4
21	nt	0%	nt
22	5%	15%	-6
23	0%	-15%	-2
24	1%	-7%	-6

# The list continues.
entry	Structure	Pf growth 48h	Shiga toxin inh	Pf growth 96h
25	O=c1[nH]c2ccc(Cl)cc2c(-c2ccccc2)c1N1CCN(c2ccccn2)CC1	10%	-3	?
26	COc1ccccc1CCNC(=O)NC1CCCCC1	36%[activator]	35	31%
27	CCN(CC)CCNC(=O)Cn1nc(-c2ccccc2)c2ccccc2c1=O	-4%	-9	14%
28	Cc1ccc(S(=O)(=O)NC(C(=O)N2CCOCCOCCOCCOCC2)C(C)C)cc1 (configuration not stated)	-1%	-5	42%[activator]
29	COc1cccc(CN(Cc2cccnc2)S(=O)(=O)c2ccc(-n3cnnn3)c(C)c2)c1	?	19	nt
30	COc1ccc(CC(=O)NCC(=O)N/N=C/c2ccc(C)o2)cc1	13%	-14	54%[activator]
31	Cc1ccccc1NC(=O)Cc1nnc(SCC(=O)NC2CCCCC2)n1C	-1%	-6	-7%
32	COc1ccccc1N1CCN(Cc2ccc(Br)o2)CC1	21%	37	nt

entry	FBPA Giardia inh	HCV inh	Cycloheximide cs
25	-4%	?	-5
26	2%	-9%	18*
27	-2%	1%	-4
28	10%	13%	-5
29	?	8%	-1
30	-1%	1%	-3
31	6%	-3%	10
32	-16%	6%	5

# Whole records from above:
# Entry for COc1ccccc1CCNC(=O)NC1CCCCC1 : Pf growth 48h = 36%[activator]; Shiga toxin inh = 35; Pf growth 96h = 31%; FBPA Giardia inh = 2%; HCV inh = -9%; Cycloheximide cs = 18*
# Entry for COc1ccccc1N1CCN(Cc2ccc(Br)o2)CC1 : Pf growth 48h = 21%; Shiga toxin inh = 37; Pf growth 96h = nt; FBPA Giardia inh = -16%; HCV inh = 6%; Cycloheximide cs = 5

# The results go on.
entry	Structure	Pf growth 48h	Shiga toxin inh	Pf growth 96h
33	O=C(CSc1nc2cc(Cl)ccc2o1)c1cccs1	nt	43	3%
34	CCOC(=O)N1CCN(CC(O)c2ccc3cc[nH]c3c2)CC1 (configuration not stated)	nt	6	7%
35	CC(=O)c1cccc(NC(=O)c2ccc3ccccc3c2)c1	151%[activator]	nt	-10%
36	Cc1ccc(S(=O)(=O)N2CCCCC2)cc1C(=O)NCc1ccccn1	0%	-5	15%
37	O=P(O)(OCc1ccccc1)OCc1ccccc1	24%	nt	48%[activator]
38	COc1ccccc1NC1=CC(=O)CC(c2ccccc2)C1 (configuration not stated)	?	-2	?
39	COCCNCC(=O)NCC12CC3CC(CC(C3)C1)C2	nt	-19	7%
40	COc1ccccc1-n1c(SCc2cc(=O)oc3cc(O)ccc23)nc2ccccc2c1=O	?	-19	?

entry	FBPA Giardia inh	HCV inh	Cycloheximide cs
33	-10%	-2%	23*
34	-2%	-3%	-1
35	0%	-29%	28*
36	5%	-13%	-3
37	nt	4%	nt
38	1%	31%[activator]	-3
39	-5%	8%	-4
40	-3%	-3%	-3

# The list continues:
entry	Structure	Pf growth 48h	Shiga toxin inh	Pf growth 96h
41	CCC(C)(C)NC(=O)C(c1ccccc1Cl)N(C(=O)CCC(=O)Nc1cc(C)on1)c1ccc(NC(C)=O)cc1 (configuration not stated)	-52%	-1	-1%
42	COc1ccc(CN2C(=O)NC(=O)/C(=C/c3ccc(OC)c(OC)c3OC)C2=O)cc1	?	13	?
43	COc1ccc(-c2nc3n(n2)C(=O)CC(c2ccco2)S3)cc1 (configuration not stated)	1%	15	16%
44	Cc1cc(OC(C)C(=O)NCCCN2CCOCC2)c2c(C)cc(=O)oc2c1 (configuration not stated)	-10%	2	?
45	Clc1ccc(CSc2nnc(-c3sccc3-n3cccc3)o2)cc1	4%	14	-17%
46	COc1ccc(C(=O)N(c2ccccn2)C2CCCCC2)c(OC)c1	219%[activator]	-2	?
47	CC(=O)OCC1(C)CN(c2ccccc2)N(C(C)=O)C1=O (configuration not stated)	11%	23	-2%
48	O=C(O)CC(C(=O)O)N1C(=O)/C(=C/c2ccc(-c3nc4ccccc4s3)o2)SC1=S (configuration not stated)	?	3	?

entry	FBPA Giardia inh	HCV inh	Cycloheximide cs
41	-2%	-2%	4
42	-7%	1%	-1
43	-7%	14%	9
44	nt	-15%	0
45	-9%	?	12
46	3%	7%	-3
47	-8%	-9%	8
48	?	29%	9

# The list continues.
entry	Structure	Pf growth 48h	Shiga toxin inh	Pf growth 96h
49	CCC(C)C1Nc2ccc(C(=O)NCCc3ccc(OC)c(OC)c3)cc2NC1=O (configuration not stated)	?	-5	-12%
50	Cc1c(C(=O)N2CCN(c3ccccn3)CC2)oc2c1C(=O)CC(C)(C)C2	?	-11	-19%
51	C/C(Cn1cnc([N+](=O)[O-])n1)=N\NC(=O)c1ccc(O)cc1O	43%[activator]	87*	?
52	CC1C(=O)Nc2ccccc2N1C(=O)c1cccc(C(F)(F)F)c1 (configuration not stated)	-8%	7	?
53	CCOC(=O)c1c(N)n(C2CC(C)(C)NC(C)(C)C2)c2nc3ccccc3nc12	10µM*	-15	9.3µM*
54	CCCCn1c(N)c(N(CC(C)C)C(=O)c2ccc(S(=O)(=O)N(CC)c3ccccc3)cc2)c(=O)[nH]c1=O	12µM*	nt	?
55	O=C1OCCC1Sc1nnc(-c2ccco2)n1-c1ccccc1 (configuration not stated)	-2%	1	?
56	NS(=O)(=O)c1cccnc1Nc1cccc(Cl)c1Cl	32%[activator]	76	10%

entry	FBPA Giardia inh	HCV inh	Cycloheximide cs
49	-3%	?	-6
50	nt	7%	-3
51	-24%	12%	42*
52	-5%	-13%	3
53	2%	9%	-2
54	nt	-9%	nt
55	2%	26%	0
56	-11%	-11%	18

# In the list so far, these contain bromine.
entry	Structure	Pf growth 48h	Shiga toxin inh	Pf growth 96h
21	Cc1ccc(S(=O)(=O)N2CCN(C(=O)CNC(=O)c3ccc(Br)o3)CC2)cc1	7%	nt	?
32	COc1ccccc1N1CCN(Cc2ccc(Br)o2)CC1	21%	37	nt

entry	FBPA Giardia inh	HCV inh	Cycloheximide cs
21	nt	0%	nt
32	-16%	6%	5

# (list continues)
entry	Structure	Pf growth 48h	Shiga toxin inh	Pf growth 96h
57	O=C1C2CCCN2C(c2cccc(Br)c2)N1c1ccc(F)cc1 (configuration not stated)	nt	-11	-10%
58	Cc1nc2ccc(NC(=O)c3ccc(Cl)c(S(=O)(=O)N(C)c4ccccc4)c3)cc2s1	0%	-4	?
59	COc1ccc(C(=O)c2c(C)c3cc(C)ccc3n2CC(O)CN2CCOCC2)cc1 (configuration not stated)	?	-11	12µM*
60	CC(=O)c1c(C)n([O-])c2cc(F)c(F)cc2[n+]1=O	-6%	-8	-9%
61	O=C(NCC1OCCc2ccccc21)c1cc(COc2ccc(F)cc2Cl)on1 (configuration not stated)	2%	12	?
62	C/C(Cc1ccccc1)=N\NC(=O)CNC(=O)c1cccc(Br)c1	-27%	-6	-24%
63	CN1CCN(c2nc(-c3ccc(C(C)(C)C)cc3)nc3ccccc23)CC1	-7%	59*	25%
64	CN(Cc1cnn(C)c1)C(=O)CC1C(=O)NCCN1Cc1cccc(Oc2ccccc2)c1 (configuration not stated)	-11%	-2	-2%

entry	FBPA Giardia inh	HCV inh	Cycloheximide cs
57	-1%	9%	-9
58	0%	?	-3
59	-12%	-18%	-3
60	-3%	?	12
61	1%	?	-1
62	5%	-11%	-4
63	?	-16%	57*
64	-12%	5%	0

# Additional structures follow:
entry	Structure	Pf growth 48h	Shiga toxin inh	Pf growth 96h
65	Cc1cccc(NC(=O)C(=O)N/N=C/c2ccncc2)c1	17%	9	9%
66	CCOc1ccc(OCc2ccc(C(=O)NC(C)(C)C)o2)cc1	-11%	37*	?
67	COc1ccc(CNC(=O)COC(=O)c2cc(-c3ccco3)nc3ccccc23)cc1	nt	-37	3%
68	Cc1cc(C)c2nc(NCCCNC(=S)NCCCN(C)C)c(C#N)cc2c1	?	-8	-45%
69	O=C(CN1C(=O)CC(c2ccccc2)S(=O)(=O)c2ccccc21)N1CCCCC1 (configuration not stated)	-11%	-5	?
70	CCOC(=O)c1nn(-c2ccc(F)cc2)c(C)c1C(C)=O	3%	-20	nt

entry	FBPA Giardia inh	HCV inh	Cycloheximide cs
65	0%	3%	1
66	5%	?	12
67	-15%	nt	16
68	-5%	11µM*	-7
69	5%	-7%	-3
70	-3%	8%	9
